M. tuberculosis GlmU – inhibition of mycobacterial GlmU enzyme – biochemical, glucosamine-1-phosphate acetyltransferase (AID 1376); M. tuberculosis GlmU acetyltransferase enzyme assay; higher % means a stronger effect; one-dose inhibition, %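 (tested at 30 µM in the primary screen)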; IC50 in µM for titrated hits; 0.25% of 220,000 active; in the data active = inhibition above about 13%; inconclusive = no clear call, values can overlap the other calls;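 note: 0% = complete reaction with vehicle and 100% = reaction without substrate; strong numbers were not always called active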
Mtb RmlCD inh – M. tuberculosis RmlC/RmlD inhibition; RmlC+RmlD coupled enzyme assay, percent inhibition; primary screen in compound mixtures; inhibition, % at 3.6 µM; 0.03% of 160,000 active; in the data active = inhibition mostly above about 34%, no sharp cut-off; inconclusive = no clear call, values can overlap the other calls; inactive = mostly below about 22%; note: some results filed as inactive read as strong as hits
Target sequence (P9WH09 whole entry, looked up): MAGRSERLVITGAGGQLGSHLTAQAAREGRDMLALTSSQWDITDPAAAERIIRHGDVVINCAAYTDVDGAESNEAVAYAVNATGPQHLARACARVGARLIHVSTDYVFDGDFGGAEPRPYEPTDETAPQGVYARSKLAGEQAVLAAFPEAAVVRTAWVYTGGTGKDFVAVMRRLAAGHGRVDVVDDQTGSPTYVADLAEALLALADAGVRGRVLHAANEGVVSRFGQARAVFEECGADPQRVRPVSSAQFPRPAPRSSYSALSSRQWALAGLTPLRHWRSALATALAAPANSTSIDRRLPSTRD
Target sequence (P9WH11 whole entry, looked up): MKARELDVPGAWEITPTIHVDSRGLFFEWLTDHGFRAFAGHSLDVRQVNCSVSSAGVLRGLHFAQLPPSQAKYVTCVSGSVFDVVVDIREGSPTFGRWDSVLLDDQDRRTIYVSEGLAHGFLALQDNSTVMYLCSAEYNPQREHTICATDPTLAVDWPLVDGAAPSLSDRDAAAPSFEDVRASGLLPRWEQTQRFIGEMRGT
Numbers without * were called inactive; ? = inconclusive; . = not tested or not shown; & = joins results of further samples.

smiles	Mtb RmlCD inh	M. tuberculosis GlmU
Cc1ccc(S(=O)(=O)NN2C(=O)c3ccccc3NC2(C)C)cc1	4.0	-1.1%
COc1ccc(Cl)cc1S(=O)(=O)N1CCCC1	-12.4	-3.7%
N#CC(/C(=N/S(=O)(=O)c1cccs1)c1ccccc1)c1nc2ccccc2[nH]1 (stereo not given)	0.8	.
O=C(c1cccs1)N1C(=O)c2cccc3cccc1c23	-14.1	9.4%
COc1cccc(-c2csc3nnc(SCC(=O)NCc4cccs4)n23)c1	2.0	-5.2%
O=C(NCCCCCCNC(=O)OC1CCS(=O)(=O)C1)OC1CCS(=O)(=O)C1 (stereo not given)	-1.2	-0.8%
O=C(CCSc1nnc(-c2ccncc2)o1)Nc1ccc(F)cc1	44.8	?
Cc1cccc(C)c1NC(=O)CSc1nc(C)c(CC(=O)c2ccc(Br)cc2)c(C)c1C#N	.	1.4%
CCCCOc1ccc(C2OC34CCCCC3C(C#N)(C#N)C2(C#N)C(=N)O4)cc1 (stereo not given)	-3.0	-1.1%
Cc1onc(-c2ccccc2)c1-c1n[nH]c(=S)n1-c1ccccc1Cl	.	2.5%
CCn1c(SCC(=O)Nc2ccc(Cl)cc2)nc2nc3c(cc2c1=O)CCCC3	61.1	-3.3%
CC(=O)NC(N1CCCCC1)C(F)(F)C(F)(F)C(F)(F)C(F)F (stereo not given)	9.8	-2.4%
Nc1ccc(C2=Nc3cccc4cccc(c34)N2)cc1	0.5	-3.2%
COc1ccc(C2C(C(C)=O)=C(O)C(=O)N2CCc2c[nH]c3ccccc23)cc1OC (stereo not given)	-2.5	7.0%
CC1(C)Cc2cccc(OCC(=O)O)c2O1	.	3.1%
Cc1[nH]n(-c2ccccc2)c(=O)c1C(C[N+](=O)[O-])c1ccc(F)cc1 (stereo not given)	-9.4	-3.8%
CCOC(=O)c1oc2ccccc2c1N	3.6	-2.6%
CN(CC(=O)Nc1ccc(N2CCOCC2)cc1)CC(=O)Nc1cccc(C#N)c1	.	6.0%
O=C1/C(=C/C=C/c2ccccc2)Oc2c1ccc(O)c2CN1CCN(CCO)CC1	-2.9	6.4%
Nc1c(C(=O)NCc2ccc3c(c2)OCO3)nnn1-c1ccc(OC(F)(F)F)cc1	.	0.6%
Cc1ccn2cc(-c3ccc(NS(=O)(=O)c4ccccc4)cc3)nc2c1	-6.2	1.4%
C/C(=N\NC(=S)NC1CCCCC1)c1ccc(C)o1	-1.3	-2.0%
C/C(Cc1ccccc1)=N\NC(=O)CNC(=O)c1ccccc1Br	-8.3	2.6%
COc1ccccc1N/C=C1/Sc2cc(Cl)ccc2NC1=O	-0.6	-3.7%
O=C(Nc1ccccc1Cl)C1(c2ccccc2)CC1(Cl)Cl (stereo not given)	.	7.4%
CCCCCN1CC(O)=C(c2nc(-c3ccc(Cl)cc3)cs2)C1=N	-7.2	-2.4%
O=C(NCC1CCCO1)C1CCCN1C(=O)Nc1ccc(Cl)c(Cl)c1 (stereo not given)	-10.3	-1.4%
CCOCCCNC(=O)c1c(-c2ccccc2)noc1C	.	7.0%
O=C(/C=C/c1ccccc1)N1CCCN(C(=O)/C=C/c2ccccc2)CC1	.	0.2%
CCOC(=O)CCC(=O)Nc1ccccc1C(N)=O	0.2	-2.5%
Cc1ccc2oc3c(c(=O)c2c1)C(c1cccc(Cl)c1)N(CCCN1CCOCC1)C3=O (stereo not given)	.	-5.6%
CCc1cc(/C(Cc2ccccn2)=N\O)c(O)cc1O	.	-3.1%
COC(C[C@@H]1O[C@@H]1[C@@H](O)COCc1ccccc1)OC	.	-1.4%
CC(C)C(c1nnnn1Cc1cccs1)N1CCN(c2ccccc2)CC1 (stereo not given)	.	2.2%
Cn1nc(C(=O)Nc2ccc(S(=O)(=O)N3CCCCC3)cc2)ccc1=O	.	7.8%
COc1cc(/C=c2/sc3nc(-c4ccccc4)c(-c4ccccc4)n3c2=O)cc(OC)c1OC	35.1	2.8%
CSc1ccccc1NC(=O)CN1CCCCC1	-10.7	-4.0%
Cc1nc(CN2CCC(c3ccccc3)CC2)cc(=O)[nH]1	-7.6	-2.9%
CSc1nccc(Oc2cncc(Cl)c2)n1	-11.0	2.6%
CCN(CC(=O)NCc1ccc(F)cc1)CC(O)COCc1cccc(OC)c1 (stereo not given)	.	3.3%
Cc1ccc(/C(O)=C/C(=O)C(=O)NNC(=O)C(O)(c2ccccc2)c2ccccc2)cc1	.	3.7%
O=C(NCC(=O)N(c1ccc(F)cc1)C(C(=O)NCC1CCCO1)c1ccccc1)c1ccco1 (stereo not given)	11.2	8.8%
COc1ccc(N2CCN(Cc3nc4c(c(=O)[nH]c(=O)n4C)n3CC(C)=O)CC2)cc1	4.1	-1.6%
O=C(O)c1c(NC(=O)c2cccc3ccccc23)sc2c1CCC2	.	10.0%
COc1ccc(CN(CCC(c2ccccc2)c2ccc(OC(C)C)cc2)C(=O)CCl)cc1OC (stereo not given)	.	1.5%
Cc1ccc2c(CSc3nc4nc(C)cc(C)n4n3)cc(=O)oc2c1	6.6	-1.9%
NC(=O)C1CCN(C(=O)c2cc3n(n2)C(C(F)(F)F)CC(c2ccco2)N3)CC1 (stereo not given)	8.2	-0.6%
NS(=O)(=O)c1cc(C(=O)N=Nc2c(O)[nH]c3ccccc23)ccc1Cl	12.8	-5.3%
O=C(CN1CCN(Cc2ccccc2Cl)C1=O)NC1CCCCCCC1	-4.1	2.3%
Cc1cccc(NC(=O)NCc2ccc3c(c2)OCO3)c1C	-3.5	-5.6%
Cc1ccc(-c2nc(N)n(C(=O)c3ccco3)n2)cc1	2.7	1.6%
O=c1c2ccccc2ncn1-c1ccc(Cl)cc1	-11.8&-16.2	4.2%
CC(C)(C)NC(=O)/C(=C\c1ccccc1F)NC(=O)c1ccc([N+](=O)[O-])cc1	14.2	-1.3%
O=S(=O)(c1ccc(F)cc1)N1CCN(CC(O)COCc2cccs2)CC1 (stereo not given)	-1.8	8.8%
CC(C)c1ccc(-c2c(C#N)c(N)nc3c2CCCCC3)cc1	.	-0.4%
Cc1cc(-c2cn3ccccc3n2)c(C)n1-c1ccccc1	1.0	-6.9%
Cc1ccc(NC(=O)CSc2nc(CSc3ccc(C)cc3)cc(=O)[nH]2)cc1	.	7.7%
O=C(N/N=C/c1cccnc1)C12CC3CC(CC(C3)C1)C2	-4.8	-1.6%
COc1ccc(C(=O)NNC(=O)CSc2ccccc2)cc1	.	-3.0%
Cc1ccc(NC(=S)NC(=O)c2ccccc2)cc1NC(=S)NC(=O)c1ccccc1	-8.6	1.4%

Following part
smiles	Mtb RmlCD inh	M. tuberculosis GlmU
COc1ccc(OCC(=O)Nc2nnc(-c3ccco3)s2)cc1	.	-0.1%
COc1cc(CNn2c(C)n[nH]c2=S)cc(Cl)c1OCc1ccccc1	-1.5	-1.8%
CNC(=S)N1CCC(NC(=O)C(Cc2ccccc2)NC(C)=O)CC1 (stereo not given)	-13.2	1.3%
N/C(=N\OC(=O)c1ccco1)c1ccc(Br)cc1	5.4	1.3%
O=C(NC(CO)(CO)CO)c1coc(=O)c(Br)c1	.	0.2%
O=C(Oc1cccc(C(=S)N2CCOCC2)c1)c1cccc([N+](=O)[O-])c1	4.0	1.3%
O=C(O)C1CCC(=O)N(C2CC2)C1c1ccccc1 (stereo not given)	45.1	1.0%
CCOc1cc(/C=N/O)cc(Br)c1OCC	.	5.5%
CCOc1ccccc1OCC(=O)Nc1ccc(S(=O)(=O)Nc2ncccn2)cc1	6.1	-3.4%
O=C(Nc1cccc(-c2cn3c(n2)SCC3)c1)c1ccc2c(c1)OCO2	-9.4	6.0%
c1ccc(N2CCOCC2)c(Nc2nc3ccccc3n3cnnc23)c1	16.2	3.0%
Clc1cc2c(cc1/C=N/Nc1nc(N3CCOCC3)nc(N3CCOCC3)n1)OCO2	1.9	1.6%
Cc1ccc(S(=O)(=O)NC2(C(=O)O)CCCCC2)cc1	7.8	6.1%
O=C(O)c1cccc2c(/C=N/Nc3ccccn3)c[nH]c12	-6.9	4.8%
Cc1ccc2c(c1)S/C(=C/c1ccc[n+](C)c1)N2CCO	-0.3	1.5%
CC(=O)OC1CC(C)N(C(=O)c2ccccc2)c2ccc(C)cc21 (stereo not given)	3.8	-0.7%
CCOc1cccc(CN2CCCC(CCC(=O)NCc3ccccc3F)C2)c1O (stereo not given)	-18.2	-0.7%
COc1ccc(NS(=O)(=O)c2cc(NC(=O)c3ccc(C)o3)ccc2N2CCCCC2)cc1	10.9	-2.0%
Cc1cccc(OCC(=O)NC(=S)N2CCCc3ccccc32)c1	8.6	-5.6%
O=C(Nc1nc2c(s1)CCCC2)c1cc(-c2ccc3c(c2)OCO3)nc2ccccc12	4.5	1.3%
CCOC(=O)C1=C(C)NC(=O)NC1C (stereo not given)	0.5	5.2%
CCN(CC)CCC(=O)NN	23.3	-1.2%
Cc1ccccc1NC(=O)Cc1nnc(N)s1	7.5	0.8%
Cn1cc(Br)c(C(=O)n2cc(Br)cn2)n1	7.4	-2.4%
Cc1nonc1NC(=O)CSc1nc2ccccc2cc1C#N	-2.3	-2.0%
Cn1c(=O)c2c(ncn2CC(=O)Nc2ccccc2N2CCOCC2)n(C)c1=O	10.9	1.7%
CCN(CC)C(=O)CSc1nnc(COc2cccc(C)c2)n1C	7.8	-0.2%
CC(=O)c1c(O)c2ccccc2n(C(C)C)c1=O	1.1	2.2%
CCOc1cccc(C(=O)Nc2nnc(-c3ccco3)s2)c1	-5.9	-0.7%
COC(=O)Nc1nc(-c2ccccc2)c(C(=O)c2ccccc2)s1	.	0.3%

Quoted at random: 2 entries already listed
smiles	Mtb RmlCD inh	M. tuberculosis GlmU
N/C(=N\OC(=O)c1ccco1)c1ccc(Br)cc1	5.4	1.3%
CCOc1cc(/C=N/O)cc(Br)c1OCC	.	5.5%

Reformatted: entries from further up.
Below each SMILES – Mtb RmlCD inh | M. tuberculosis GlmU
> COc1ccc(OCC(=O)Nc2nnc(-c3ccco3)s2)cc1
    . | -0.1%
> COc1cc(CNn2c(C)n[nH]c2=S)cc(Cl)c1OCc1ccccc1
    -1.5 | -1.8%
> CNC(=S)N1CCC(NC(=O)C(Cc2ccccc2)NC(C)=O)CC1 (stereo not given)
    -13.2 | 1.3%
> N/C(=N\OC(=O)c1ccco1)c1ccc(Br)cc1
    5.4 | 1.3%
> O=C(NC(CO)(CO)CO)c1coc(=O)c(Br)c1
    . | 0.2%
> O=C(Oc1cccc(C(=S)N2CCOCC2)c1)c1cccc([N+](=O)[O-])c1
    4.0 | 1.3%

(further entries)
smiles	Mtb RmlCD inh	M. tuberculosis GlmU
Cc1nn(-c2ccccc2)c(NC(=O)c2cccs2)c(-c2ccccc2)c1=O	-8.0	6.6%
Cc1ccc(S(=O)(=O)NCCCNC(=O)N2CCOCC2)cc1	8.1	-9.3%
CCn1c(SCc2cccc(C)c2)nnc1-c1ccccc1	-4.5	2.0%
CCOc1ncccc1C(=O)OCC(=O)c1cc(C)n(Cc2ccco2)c1C	-8.9	6.9%
O=c1ccc2ccc(Oc3ccc([N+](=O)[O-])cc3Cl)cc2o1	.	-3.3%
O=C(COCC(=O)NCc1ccccc1)NCc1ccccc1	.	2.1%
CCOc1ncccc1C(=O)Nc1ccc(S(=O)(=O)Nc2nccs2)cc1	.	-2.6%
Cc1onc(-c2ccccc2Cl)c1C(=O)NC(=S)Nc1ccc(C(C)(C)C)cc1	4.8	2.5%
CCOc1ccccc1N(CC(=O)Nc1cccnc1)S(C)(=O)=O	.	1.7%
O=C(Cc1ccccc1F)Nc1ccccc1-c1ccccc1	6.1	-2.0%
O=C1NCC(O)=C1C=Nc1ccccc1O	5.6	2.5%
CC1(C)CC(=O)c2cnc(NC(=O)C3CCCC3)nc2C1	-9.0	7.4%
S=c1[nH]nc(-c2ccccn2)n1/N=C/c1cccc(Cl)c1	3.1	3.9%
Oc1ccccc1C=NCCCCCCN=Cc1ccccc1O	-8.2	1.6%
COc1ccc(N2CC(C)Cn3c2nc2c3c(=O)n(Cc3ccc(F)cc3)c(=O)n2C)c(OC)c1 (stereo not given)	-14.9	3.1%
C=CCc1ccccc1OCCOc1ccc([N+](=O)[O-])cc1/C=N/NC(N)=O	-6.1	-4.6%
Cc1c(Br)c(C(F)(F)F)nn1CC(=O)NCCCn1ccnc1	-1.0	-2.2%
Cc1ccc(C(C[N+](=O)[O-])c2c(N)n(C)c(=O)n(C)c2=O)cc1 (stereo not given)	-10.0	3.3%
CC(=O)Nc1ccc(NC(=O)c2ccco2)cc1	14.8	.
CN(CC(=O)NCc1ccco1)S(=O)(=O)c1ccc2c(c1)c(=O)n(C)c(=O)n2C	9.2	-4.1%
Cc1ccc(-c2nn3c(=O)c(C)nnc3s2)cc1	9.8	9.4%
O=C(CN1CCN(Cc2ccccc2Cl)CC1)N/N=C/C=C\c1ccccc1[N+](=O)[O-]	-10.6	8.3%
CSc1ccc(C(=O)C2CCCN(C(=O)CCCn3cncn3)C2)cc1 (stereo not given)	.	1.0%
CC(C)N(C(C)C)S(=O)(=O)c1ccc(Cl)nc1	-7.0	8.2%
CS(=O)c1ccccc1COC(=O)Nc1ccc(Cl)cc1 (stereo not given)	13.6	2.9%
CCC(=O)Nc1cccc(NC(=O)c2cccnc2)c1	-10.4	-1.8%
CNC(=S)NC1(C)CCS(=O)(=O)C1 (stereo not given)	.	7.3%

Not all compounds are listed, so the mix of outcomes need not match the whole.
